# Screens: PubChem BioAssay, National Center for Advancing Translational Sciences (NCATS)
# D2 agonist: agonists of human D2 dopamine receptor; activation, % at 2 µM; HEK293 T-REx D2 cells, calcium flux agonist mode; P14416; 0.53% of 340,000 active;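 active = activation over 3 SD above normal in the single-dose calcium agonist read, cut at about 30% in these data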; note: 0% is about no effect
# Target sequence (P14416 whole entry, looked up): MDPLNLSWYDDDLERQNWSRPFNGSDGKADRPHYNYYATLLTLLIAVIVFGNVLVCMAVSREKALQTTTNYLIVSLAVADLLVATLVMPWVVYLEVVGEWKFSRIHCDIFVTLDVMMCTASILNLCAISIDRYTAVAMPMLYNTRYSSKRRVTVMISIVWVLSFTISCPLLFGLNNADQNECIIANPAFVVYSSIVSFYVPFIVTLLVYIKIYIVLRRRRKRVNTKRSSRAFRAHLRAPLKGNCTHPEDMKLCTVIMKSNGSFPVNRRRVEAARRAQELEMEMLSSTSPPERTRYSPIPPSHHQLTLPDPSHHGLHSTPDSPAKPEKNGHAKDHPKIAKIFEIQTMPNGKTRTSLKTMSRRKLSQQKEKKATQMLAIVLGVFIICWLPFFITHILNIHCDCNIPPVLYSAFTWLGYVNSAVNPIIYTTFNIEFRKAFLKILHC
#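 Tetracycline-induced HEK293 Trex cells with D2 receptor force-coupled to calcium signaling, plated overnight at 30 C and loaded with no-wash calcium dye. Calcium flux read kinetically for 180 s after compound addition; responses flag agonists.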
# IDH1 R132H inh: inhibitors of human mutant IDH1 R132H; O75874; IDH1-R132H enzyme, NADPH consumption, diaphorase/resazurin fluorescence; Potency, µM (titrated, usually from 76.6 µM), for inactives: at the top dose activity change, negative = inhibition, most hits filed as inhibitors; 0.093% of 390,000 active; AID 602179; note: potency is the fitted concentration of half-maximal effect; % is set by controls: 0 for no effect and ±100 for the full control effect; nearly all actives have a fitted effect of over 65% in size
#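 IDH1-R132H (0.5 ug/mL) preincubated 30 min with compound, then NADPH (0.016 mM) and alpha-KG (2 mM) added; 80 min at RT, pH 7.5. Remaining NADPH coupled via diaphorase/resazurin to fluorescence (540/590 nm); concentration-response curves normalized to no-enzyme control.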
# D2 antag: antagonists of human D2 dopamine receptor. P14416. HEK293 TREx D2 cells, calcium flux, dopamine EC80. inhibition, % at 10 µM. 2% of 340,000 active; in the data active = inhibition above about 30%; note: 0% is about no effect
#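 Overnight-induced (tetracycline, 30 C) HEK293 T-REx cells carrying force-coupled D2 receive a no-wash calcium dye, then compound, then EC80 dopamine at 180 s; signals are read kinetically throughout.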
# TRHR ag: activates the human TRH receptor | P34981 | TRHR cells, calcium flux fluo-8, FDSS agonist mode | activation, % at 2 µM | 0.18% of 360,000 active; in the data active = activation above about 30%; note: 0% is about no effect
#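 In this calcium-flux screen, cells bearing human TRHR are dye-loaded with fluo-8, baselined for 10 cycles, then exposed to library compounds; positive kinetic calcium responses during the agonist phase mark hits, with TRH as control.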
# TrxR1 substrate: is turned over as a substrate by rat TrxR1. AID 588456. 0.01% of 390,000 active. purified TrxR1 substrate turnover, NADPH consumption readout. Potency, µM (series often up to 114 µM), for inactives: top-dose activity change, negative = substrate turnover. O89049; note: potency is the fitted concentration of half-maximal effect; % is set by controls: 0 for no effect and ±100 for the full control effect; nearly all actives have a fitted effect of over 50% in size
# Target sequence (O89049 whole entry, looked up): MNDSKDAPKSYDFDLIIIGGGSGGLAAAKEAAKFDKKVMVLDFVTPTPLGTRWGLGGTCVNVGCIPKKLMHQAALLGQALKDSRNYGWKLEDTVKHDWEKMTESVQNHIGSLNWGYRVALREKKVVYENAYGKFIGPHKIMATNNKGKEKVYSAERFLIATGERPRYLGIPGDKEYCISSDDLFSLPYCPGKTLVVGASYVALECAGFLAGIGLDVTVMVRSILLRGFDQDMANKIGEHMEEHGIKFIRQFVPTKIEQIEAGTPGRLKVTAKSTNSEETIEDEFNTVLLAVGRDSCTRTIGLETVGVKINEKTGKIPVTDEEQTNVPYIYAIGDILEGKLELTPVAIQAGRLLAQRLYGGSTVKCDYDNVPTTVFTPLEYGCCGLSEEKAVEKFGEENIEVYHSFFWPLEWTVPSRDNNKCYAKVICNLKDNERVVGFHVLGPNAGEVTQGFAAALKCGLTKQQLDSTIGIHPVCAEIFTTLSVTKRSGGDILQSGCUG
#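 Rat TrxR1, dispensed at 90 nM, was prereduced with 400 uM NADPH (final) for 5 min at ~22 deg C, then incubated with compound 15 min before 400 uM selenite. A first-read NADPH fluorescence drop versus no-compound background flagged substrates.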
# USP1 inh: inhibitors of human USP1/UAF1 deubiquitinase; 0.23% of 390,000 active; Potency, µM (series often up to 57.1 µM), inactives show at the top dose activity change, negative = inhibition, usual class: inhibitors; recombinant USP1/UAF1, Ub-Rhodamine cleavage fluorescence; O94782; note: potency is the fitted concentration of half-maximal effect; % is set by controls: 0 for no effect and ±100 for the full control effect; nearly all actives have a fitted effect of over 60% in size; inactives centre near -12
#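 Step one: compound is pinned into 1nM USP1/UAF1 in HEPES pH 7.8 buffer with TCEP. Step two: 15 min room-temperature incubation. Step three: Ub-Rho (150nM final) starts cleavage, tracked by fluorescence over six one-minute reads.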
# Pin1 inhibitor: human Pin1 inhibition; 0.009% of 390,000 active; Potency, µM (doses to about 115 µM), inactives show at the top dose activity, negative = inhibition, usual class: inhibitors; AID 504891; Q13526; Pin1 FP peptide displacement, HiFluor488, 10 min; active = well fitted inhibition curve with a large enough effect in the polarisation, with a control signal flat, not every such curve was filed as active; inconclusive = small, poorly fitted or top-dose-only effect, or effect the other way, or a change in a side signal; inactive = no such curve, though single readings can be large or run the other way; the % refers to the polarisation; note: potency is the fitted concentration of half-maximal effect; % is set by controls: 0 for no effect and ±100 for the full control effect
# TrxR1 inh: inhibitors of rat thioredoxin reductase 1; recombinant rTrxR1, NADPH fluorescence consumption, selenite substrate; Potency, µM (top dose mostly 114 µM), without a hit: top-dose activity change, negative = inhibition, actives largely listed as inhibitors; 1% of 390,000 active; note: potency is the fitted concentration of half-maximal effect; % is set by controls: 0 for no effect and ±100 for the full control effect; nearly all actives have a fitted effect of over 65% in size
#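 Rat TrxR1 (90 nM in the dispensed reagent) was pre-reduced with 400 uM NADPH for 5 min at room temperature, then incubated with compound for 15 min. After 400 uM selenite was added, NADPH fluorescence (Ex 340/Em 450 nm) was followed for 8 min.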
# TRHR enhancer: allosterically enhances the human TRH receptor; enhancement, % at 2 µM; AID 493056; 0.66% of 360,000 active; TRHR cells, fluo-8 calcium fluorescence, EC20 TRH enhancement; in the data active = enhancement above about 30%; note: 0% is about no effect
#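 TRHR-expressing cells loaded with fluo-8 calcium dye were read kinetically (ex 480/em 530) during compound addition, then stimulated with an EC20 of TRH (10 nM final). Enhancement of the Gq-mediated intracellular calcium response was scored.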
# * hit, by the source's call; ? = inconclusive; / = not tested or not shown; & = joins results of further samples; [ ] = remark or other dose. Unless noted, calls come from the whole dose curve; as a rule, active = well fitted inhibition curve with a large enough effect; inconclusive = small, poorly fitted or top-dose-only effect; inactive = no such curve, though single readings can be large or run the other way. This is a subset; the hit share may differ from the screen's.
# Start of the data: the first 4 compounds, to show the layout:
1. Cc1ccc(-c2cn(CCN)c(-c3ccncc3)n2)cc1
2. Cn1c(SCc2nc3ccccc3c(=O)[nH]2)nc2ccccc21
3. CN(C(=O)CSc1nc2ccc(NC(=O)c3cccc(F)c3)cc2s1)c1ccccc1
4. Cc1ccc2c(Cl)c(C(=O)NCc3cccnc3)sc2c1
Assay by compound	1	2	3	4
D2 agonist	0.5	-0.2	/	/
IDH1 R132H inh	-10%	4%	7%	4%
D2 antag	-3	8	/	/
TRHR ag	-0.3	0.1	0.2	-1.5
TrxR1 substrate	-4%	-2%[57.1 µM]	5%	5%[57.1 µM]
USP1 inh	-7%	3%	-11%	-17%
Pin1 inhibitor	-2%	-2%	9%	-4%
TrxR1 inh	-6%	31%[activator][57.1 µM]	28%	-4%[57.1 µM]
TRHR enhancer	11	4	1	5

# The listing (from the top)
1. Cc1ccc(-c2cn(CCN)c(-c3ccncc3)n2)cc1
2. Cn1c(SCc2nc3ccccc3c(=O)[nH]2)nc2ccccc21
3. CN(C(=O)CSc1nc2ccc(NC(=O)c3cccc(F)c3)cc2s1)c1ccccc1
4. Cc1ccc2c(Cl)c(C(=O)NCc3cccnc3)sc2c1
5. CN(CC(=O)Nc1ccc(F)cc1)c1ccc(S(=O)(=O)N2CCCCC2)cc1[N+](=O)[O-]
6. Cc1sc(NC(=O)C2CSC3(C)CCC(=O)N23)nc1-c1ccc(F)cc1 (configuration not stated)
7. Cc1cccc(NC(=O)CN2C(=O)CNC2=O)c1
8. Cc1cccc(C(=O)NCC(=O)N2CCCCCCC2)c1
Assay by compound	1	2	3	4	5	6	7	8
D2 agonist	0.5	-0.2	/	/	0.0	2.6	-0.6	-0.2
IDH1 R132H inh	-10%	4%	7%	4%	0%	-1%	2%	-4%
D2 antag	-3	8	/	/	-15	4	3	-38
TRHR ag	-0.3	0.1	0.2	-1.5	0.2	-0.3	1.3	0.6
TrxR1 substrate	-4%	-2%[57.1 µM]	5%	5%[57.1 µM]	-3%	-13%	-1%	-3%
USP1 inh	-7%	3%	-11%	-17%	-18%	-4%	-11%	-14%
Pin1 inhibitor	-2%	-2%	9%	-4%	-8%	-1%	2%	-3%
TrxR1 inh	-6%	31%[activator][57.1 µM]	28%	-4%[57.1 µM]	5%	?	-5%	16%
TRHR enhancer	11	4	1	5	-6	7	-1	25

9. CC(=O)Nc1ccc(S(=O)(=O)NCc2nnnn2-c2ccc(F)cc2)cc1
10. O=C(CSc1cn[nH]n1)Nc1cccc(C(=O)O)c1
11. COc1ccc(C(=O)NCC(C)(C)N2CCOCC2)cc1S(=O)(=O)N1CCCC1
12. O=C1CCc2cc(NS(=O)(=O)c3ccc([N+](=O)[O-])cc3)cc3c2N1CCC3
13. O=C(c1ccccc1/S(=N/S(=O)(=O)c1ccccc1)N1CCOCC1)N1CCOCC1 (configuration not stated)
14. COc1ccc(OC)c(CNS(=O)(=O)c2c(C(=O)N3CCCCCC3)c(C)n(C)c2C)c1
15. Cc1ccccc1-c1noc(-c2ccc(NC3CCCC3)c([N+](=O)[O-])c2)n1
16. COc1ccc(Nc2nc(N)nc(CSC(=S)N3CCOCC3)n2)cc1
Assay by compound	9	10	11	12	13	14	15	16
D2 agonist	0.5	3.5	0.1	0.2	0.8	0.3	-0.4	-0.1
IDH1 R132H inh	1%	9%	2%	6%	-2%	0%	6%	4%
D2 antag	1	-20	9	3	-7	/	/	-21
TRHR ag	0.1	-0.6	0.2	-0.1	0.8	0.0	0.1	-1.0
TrxR1 substrate	-6%	0%	3%	-5%	-6%	4%[57.1 µM]	-11%	4%
USP1 inh	-17%	-12%	-4%	-17%	-9%	-6%	-26%	-10%
Pin1 inhibitor	3%	-11%	-8%	3%	7%	1%	-5%	-2%
TrxR1 inh	-11%	22%	11%	-9%	-3%	18%[57.1 µM]	-9%	13%
TRHR enhancer	-4	-1	2	3	-3	-9	-2	8

17. O=C(OCC#CCSc1nnc(-c2cccc3ccccc23)o1)c1ccc(F)cc1
18. CC(=O)Nc1ccc(SCC(=O)O)cc1
19. O=C(CSc1nnc(CNC(=O)c2ccccc2)o1)NCC1CCCO1 (configuration not stated)
20. Cc1cc(NC(=O)COC(=O)c2oc3c(ccc4ccccc43)c2C)no1
21. O=c1c2c(nc3cc(-c4ccccc4)[nH]n13)CCS2
22. COCCN(CC(=O)Nc1cccc(C)c1)S(=O)(=O)c1ccc(S(=O)(=O)N2CCCC2)cc1
23. COc1ccc(OCCCc2c(C)n[nH]c2C)cc1
24. CC(C)n1c(O)c(N=NC(=O)Cn2ccc(C(F)(F)F)n2)c2ccccc21
Assay by compound	17	18	19	20	21	22	23	24
D2 agonist	/	0.4	0.2	0.9	-0.1	0.4	0.5	-0.6
IDH1 R132H inh	/	3%	5%	1%	8%	0%	2%	4%
D2 antag	/	5	15	-28	5	4	-8	2
TRHR ag	1.9	0.6	0.2	2.4	0.1	-0.2	0.4	-0.6
TrxR1 substrate	58%	-1%[57.1 µM]	-6%	3%	53%[activator]	-1%	10%[57.1 µM]	-11%
USP1 inh	/	-18%	-16%	-17%	-2%	-18%	5%	-15%
Pin1 inhibitor	2%	5%	0%	11%	1%	12%	-5%	-2%
TrxR1 inh	67%	5%[57.1 µM]	-10%	-1%	5%	7%	-1%[57.1 µM]	-3%
TRHR enhancer	-4	6	1	-3	-6	-10	2	-9

25. O=C(/C=C/c1cccc(Cl)c1)Nc1ccncc1
26. CCCc1cc(=O)oc2cc(OCC(=O)NCCCn3ccnc3)c(Cl)cc12
27. CCOC(=O)c1ccccc1OC(=O)Oc1ccccc1C(=O)OCC
28. CCOCCCNC(=O)NC(CCC(C)C)c1c(-n2cccc2)sc2c1CCN(C)C2 (configuration not stated)
29. COc1ccc(CCNC(=O)COC(=O)c2cc(S(=O)(=O)NCc3ccccc3)ccc2O)cc1OC
30. O=C(Nc1ccc2c(c1)OCO2)C1CC(=O)N(CCc2ccccc2)C1 (configuration not stated)
31. Cc1cc(C)n2nc(SCC(=O)Nc3ccc(F)cc3[N+](=O)[O-])nc2n1
32. CCOc1cc(-c2cc(-c3ccc(N)cc3)nc(N)c2C#N)ccc1O
Assay by compound	25	26	27	28	29	30	31	32
D2 agonist	-0.3	-0.4	/	-0.3	0.7	/	/	-1.8
IDH1 R132H inh	7%	-1%	2%	4%	-3%	-5%	1%	-2%
D2 antag	-1	-2	/	/	13	/	/	6
TRHR ag	-0.3	0.5	/	-0.5	-0.1	-0.4	/	-1.0
TrxR1 substrate	-1%	15%	-7%	-11%	10%	2%[57.1 µM]	0%	34%[activator][57.1 µM]
USP1 inh	-18%	-33%	?	-18%	-18%	-17%	-20%	-16%
Pin1 inhibitor	14%	-12%	-4%	?	-7%	0%	4%	-3%
TrxR1 inh	-9%	27%	4%	-12%	8%	2%[57.1 µM]	9%	11%[57.1 µM]
TRHR enhancer	2	-3	/	-3	-2	3	/	8

33. O=C(c1ccco1)N1CCN(c2nc3ccccc3n3nnnc23)CC1
34. CCC(C)NS(=O)(=O)c1ccc(S(=O)(=O)N2CCCC3(CCCCC3)C2)cc1 (configuration not stated)
35. Cc1ccc(NS(=O)(=O)c2cc([N+](=O)[O-])ccc2NNC(=S)Nc2cc(C)ccc2C)c(C)c1
36. CC(=O)Nc1ccc(S(=O)(=O)NCC(=O)OCC(=O)N2CCN(c3ccccc3)CC2)cc1
37. O=C(CSc1nnnn1-c1ccc(C(=O)O)cc1)NC1CC1
38. CC(CCc1ccccc1)NC(=O)Cc1ccc([N+](=O)[O-])cc1 (configuration not stated)
39. COc1ccc(CCNC(=O)CSc2nnc(Cc3csc(N)n3)n2C)cc1OC
40. CCc1nc2ccc(C(=O)N3CCN(c4cccc(Cl)c4)CC3)cc2nc1CC
Assay by compound	33	34	35	36	37	38	39	40
D2 agonist	-0.5	0.2	-0.3	1.6	-0.3	-0.7	0.0	0.6&0.5
IDH1 R132H inh	3%	-1%	-5%	-1%	-14%	1%	2%	0%&-6%
D2 antag	-1	-3	-8	3	-5	4	6	-10
TRHR ag	0.5	0.7	-0.2	0.4	0.2	-0.3	0.2	-1.4&-0.3
TrxR1 substrate	-6%	-8%	-14%	-8%	-8%	-7%	8%[57.1 µM]	3%&-12%[57.1 µM]
USP1 inh	1%	-12%	-14%	5%	-2%	-5%	-25%	?
Pin1 inhibitor	?	0%	6%	4%	0%	-5%	7%	?
TrxR1 inh	-5%[57.1 µM]	18%	-22%	-9%	-13%	0%	9%[57.1 µM]	15%&1%[57.1 µM]
TRHR enhancer	8	-3	-1	18	-1	5	4	1&-5

41. Cc1nc(NCc2ccccc2)c2cc[nH]c2n1
42. COc1ccc(/C(C#N)=C/c2c(-c3ccc(Cl)cc3)nc3c(C)cccn23)cc1
43. COc1ccc(Cl)cc1NC(=O)CCc1nnc2ccc(N3CCN(C)CC3)nn12
44. CN(CC(=O)Nc1cccc2ccccc12)c1ccc(S(=O)(=O)N2CCOCC2)cn1
45. Cc1ccc(NC(=S)NC(=O)c2ccc(-c3ccccc3)cc2)cc1
46. Cc1ccc(S(=O)(=O)N2CCC(C(=O)Nc3nnc(-c4ccc(F)cc4)s3)CC2)cc1
Assay by compound	41	42	43	44	45	46
D2 agonist	1.6	0.7	1.8	-0.2	/	1.6
IDH1 R132H inh	-1%	6%	1%	3%	0%	-10%
D2 antag	-4	-5	1	7	/	10
TRHR ag	0.0	0.3	0.9	-0.5	/	0.1
TrxR1 substrate	1%[57.1 µM]	9%	0%	8%[57.1 µM]	-9%	7%[57.1 µM]
USP1 inh	-24%	-12%	-9%	-12%	-6%	1%
Pin1 inhibitor	2%	0%	2%	13%	1%	0%
TrxR1 inh	-1%[57.1 µM]	10%[57.1 µM]	15%	10%[57.1 µM]	13%[57.1 µM]	13%[57.1 µM]
TRHR enhancer	8	6	0	-10	/	10
